DTT redox prof = compounds producing H2O2 with reducing agent – biochemical, NIH compound library profiling, artefact control for MLSCN library redox annotation, primary screen | activation, % at 10 µM | AID 878 | hit rate 0.03% among 200,000 | DTT-dependent redox cycling H2O2, phenol red/HRP absorbance; 100% = 100 µM peroxide control, 0% = buffer;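 active = activation of at least 50% relative to the plate's high and low controls in the primary single-dose screen; inactive = activation below 50%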;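 note: compound incubated with DTT at 0.8 mM final as the reducing agent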
S1P3 antagonist = antagonists of human S1P3 receptor; Q99500; CHO S1P3 NFAT-BLA reporter, FRET fluorescence, antagonist mode; inhibition, % at 4.98 µM; hit rate 0.27% among 170,000;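 active = inhibition above the plate cutoff, the mean inhibition of test wells on that plate plus 3 SD, cut at about 28% in these data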;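 note: cells challenged with S1P at its EC80 of 0.8 µM; blue over green emission ratio from cleaved BLA substrate after 4 h stimulation; 0% = S1P-stimulated wells and 100% = unstimulated DMSO-only wells; some compounds past the cut are filed as inactive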
Target sequence (Q99500 whole entry, looked up): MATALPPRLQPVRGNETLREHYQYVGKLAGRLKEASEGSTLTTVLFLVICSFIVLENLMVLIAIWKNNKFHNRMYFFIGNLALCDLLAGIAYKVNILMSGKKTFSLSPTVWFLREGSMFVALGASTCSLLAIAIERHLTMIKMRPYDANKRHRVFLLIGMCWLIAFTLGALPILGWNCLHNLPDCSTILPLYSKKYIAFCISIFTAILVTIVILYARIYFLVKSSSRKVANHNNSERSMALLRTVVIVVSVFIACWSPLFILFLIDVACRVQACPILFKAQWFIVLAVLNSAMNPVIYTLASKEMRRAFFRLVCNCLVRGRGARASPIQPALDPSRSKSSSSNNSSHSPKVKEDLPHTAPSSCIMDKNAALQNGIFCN
TLR4-MyD88 BLA = inhibitors of human TLR4-MyD88 binding. HeLa CL3-4 TLR4/MyD88 BLA complementation, FRET ratio. inhibition, % at 8.4 µM. hit rate 0.18% among 200,000. AID 861; in the data active = inhibition above about 25%;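 note: 0% = vehicle and 100% = reference inhibitor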
PMI act satM6P = activators of human phosphomannose isomerase at near-saturating mannose 6-phosphate. activation factor at 20 µM. coupled PMI enzyme assay, resazurin fluorescence, 20 min; active compounds read high; 1 = untreated enzyme, 0 = substrate-free blank. AID 1216. P34949. hit rate 0.34% among 190,000;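 active = activation factor of 2 or more at 20 µM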
Target sequence (P34949 whole entry, looked up): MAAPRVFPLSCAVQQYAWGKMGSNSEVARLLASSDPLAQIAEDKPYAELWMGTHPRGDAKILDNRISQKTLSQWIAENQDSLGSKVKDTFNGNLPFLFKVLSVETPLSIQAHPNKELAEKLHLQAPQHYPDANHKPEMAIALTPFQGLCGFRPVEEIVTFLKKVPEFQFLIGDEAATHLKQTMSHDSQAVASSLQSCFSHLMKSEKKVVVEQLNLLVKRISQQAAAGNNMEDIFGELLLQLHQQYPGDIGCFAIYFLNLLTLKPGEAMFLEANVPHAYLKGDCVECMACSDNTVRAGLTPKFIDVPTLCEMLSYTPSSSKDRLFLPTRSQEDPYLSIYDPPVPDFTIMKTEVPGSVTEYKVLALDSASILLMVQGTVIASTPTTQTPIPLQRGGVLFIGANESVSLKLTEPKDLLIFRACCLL
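Test system: human PMI in coupled enzyme assay; Input: PMI at 15 ng/mL final; Medium: HEPES buffer, pH 7.4; Schedule: 20 min incubation at room temperature; Technique: resorufin fluorescence at Ex 544/Em 590 nm; Compound: 20 µM single dose; Probe or stimulus: Near-saturating mannose-6-phosphate, 1.0 mM.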
Diaph inh CS = counter-screen for diaphorase-based assays: diaphorase inhibitors and chemical oxidizers; diaphorase resazurin-to-resorufin fluorescence, NADH, 16 min; bacterial (C. kluyveri) enzyme, not human; hit rate 0.69% among 190,000; inhibition, % at 20 µM;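 active = primary screen inhibition at 20 µM above a set limit, cut at about 50% in these data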;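 note: plate controls were DMSO with full reaction for no effect and wells lacking NADH for full effect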
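Test system: diaphorase enzyme from Clostridium kluyveri; amount: diaphorase at 0.14 U/mL in enzyme working solution; detection: fluorescence of resorufin formed from resazurin, Ex 544/Em 590 nm; times: reaction incubation of 16 min at room temperature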
Diaph act CS = diaphorase activation or chemical reduction counter-screen; Diaphorase/resazurin coupled assay, resorufin fluorescence, 16 min; active compounds read high; 1 = vehicle wells, 0 = NADH-free wells; activation factor at 20 µM; hit rate 0.005% among 190,000;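 active = diaphorase activity raised at least twofold by the compound at 20 µM; inactive = activation factor below 2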
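Material: purified diaphorase enzyme from Clostridium kluyveri / Medium: HEPES pH 7.4 buffer with MgCl2 and Tween 20 / Schedule: enzyme reaction of 16 min at room temperature / Measured by: resorufin fluorescence, excitation 544 nm, emission 590 nm / Evaluation: rise in resorufin formation, marking diaphorase activation or chemical reduction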
G6PDH CS = counter-screen for G6PDH assay hits: L. mesenteroides G6PDH inhibition | Purified L. mesenteroides G6PDH, diaphorase/resazurin coupled fluorescence, 45 min | inhibition, % at 5 µM | hit rate 0.12% among 200,000 | AID 1020
L major viab = inhibitors of Leishmania major promastigote growth; inhibition, % at 10 µM; Leishmania major promastigotes, resazurin fluorescence viability; hit rate 9% among 200,000;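 note: promastigotes grown with compound for 44 hours at 28 °C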
RAM inhibit = inhibitors of the yeast RAM network; S. cerevisiae dse1pr::URA3 reporter, 5-FOA growth OD615, 2 d; analog-sensitive cbk1-as2 kinase mutant strain; inhibition, % at 50 µM; hit rate 1.8% among 190,000;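 active = inhibition above a set limit, 3 SD over mean compound inhibition, cut at about 8.4% in these data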;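 note: 0% = DMSO-only wells with no growth and 100% = 10 µM 1-NA-PP1 full growth; inhibition rescues growth on 5-FOA so higher OD means more RAM inhibition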
Hsp70 activator = Hsp70 transcriptional activation, primary screen; hit rate 0.04% among 200,000; activation, % at 10 µM; HeLa Hsp70 promoter luciferase reporter, luminescence; scaled: vehicle 0, proteasome-inhibitor control 100%;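 active = activation above the mean across all tested compounds plus 3 SD, cutoff set per campaign, cut at about 5.5% in these data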;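 note: 100% = MG132 at 30 µM as the positive control and 0% = DMSO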
PMI activator = increases human mannose-6-phosphate isomerase activity. hit rate 0.005% among 190,000. purified human PMI, coupled resazurin fluorescence, 20 min; active compounds read high; 1 = vehicle control, 0 substrate-free wells. activation factor at 20 µM. P34949;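 active = activation factor of 2 or more at 20 µM, relative to plate controls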
* marks the source's active call; other numbers are inactive results; . = no result given; & = joins results of further samples. Cut-off read from the data, not from the text of the source, unless noted: active = inhibition above about 50%; inactive = the rest.

SMILES	DTT redox prof	S1P3 antagonist	TLR4-MyD88 BLA	PMI act satM6P	Diaph inh CS	Diaph act CS	G6PDH CS	L major viab	RAM inhibit	Hsp70 activator	PMI activator
Cc1ccccc1CSCCC(=O)NCCC1=CCCCC1	-0.6	0	4	0.9	7	0.9	-2	-5	3.2	-0.1	0.9
Cc1ccc(NC(=O)/C(=C\c2cccc([N+](=O)[O-])c2)NC(=O)c2cccs2)cc1	-5.7	.	2	1	7	0.9	5	0	5.4	-0.1	1
O=C1CC(N2CCN(Cc3ccc4c(c3)OCO4)CC2)C(=O)N1c1cccc(Cl)c1 (stereo not drawn)	0.3	.	-8	1.1	6	0.9	-1	1	0.9	-0.1	1
COc1ccc(N2C(=O)c3ccccc3NC2c2ccc(OC)c(Cn3nnc4ccccc43)c2)cc1 (stereo not drawn)	1.2	-19	-10	0.9	22	0.8	-19	30	5.0	-0.2	0.9
CC1(C)CC(=O)c2cnn(-c3nc4ccccc4[nH]3)c2C1	-1.6	-13	-8	0.9	11	0.9	5	8	0.9	-0.6	0.9
CN(CC(=O)NCCC1=CCCCC1)S(=O)(=O)c1ccc2c(c1)CCC(=O)N2	-0.2	6	-15	1	4	1	-15	-7	3.0	-0.1	1
O=C(CNC(=O)c1ccc(F)cc1)N/N=C/c1ccc(O)c([N+](=O)[O-])c1	0.4	-4	1	1.1	6	0.9	-15	56*	0.3	-0.4	1
O=C(N/N=C\c1ccc(CNS(=O)(=O)c2ccc(Cl)cc2)o1)C(=O)Nc1ccc(Oc2ccccc2)cc1	0.2	-12	-4	1.1	1	1	-12	0	2.3	0.1	1.1
Cc1cccc(NC(=O)CNC(=O)COc2cc(F)ccc2[N+](=O)[O-])c1C	-1.4	13	9	1.1	5	1	6	-1	1.3	-0.2	1.1
C=CCC1(CC=C)CCCN1C(=O)CC1C(=O)NCCN1Cc1cccc(OC)c1 (stereo not drawn)	-0.1	-11	10	0.7	28	0.7	11	-5	2.0	-0.2	0.9
Cc1cn(S(=O)(=O)c2ccc(Br)cc2)cn1	0.1	.	-7	1	6	0.9	0	-4	0.3	-0.4	1
C=CCN1C(=O)CSc2ccc(C(=O)NCc3cccs3)cc21	-0.3	2	-18	1	12	0.9	1	16	2.1	-0.3	1
CC(C)c1nc(N2CCOCC2)c(C#N)c2c1CCC2	-0.3	.	-5	0.9	14	0.9	2	-2	-0.3	-0.3	1
COc1ccc(NC(=O)c2oc3ccc(S(=O)(=O)N4CCC5(CC4)OCCO5)cc3c2C)cc1	-0.5	-7	-1	0.9	9	0.9	-52	12	4.7	-0.5	0.8
COc1cc(OC)cc(C(=O)N[C@H](C(=O)OCC(=O)Nc2ccc(F)c(F)c2F)C(C)C)c1	-1.5	-8	-1	1	0	1	1	2	5.7	-0.2	0.9
O=C(Cc1cccs1)N/N=C/C=C\c1ccco1	-0.1	-24	5	0.7	26	0.7	0	-7	1.1	-0.4	1
Cc1ccc(NC(=O)C2CCN(S(=O)(=O)c3c(C)noc3C)CC2)cc1C	0.3	-9	-20	1	1	1	10	99*	3.7	0.1	1.1
CCCc1cc(=O)[nH]c(SCC(=O)N2CCN(c3ccc(F)cc3)CC2)n1	1.4	24	10	1.2	-20	1.2	5	-7	0.9	-0.4	1.1
Cc1cc2n(n1)C(c1ccccc1)Nc1ccccc1-2 (stereo not drawn)	2.1	-10	-7	0.8	17	0.8	-1	5	1.2	-0.1	0.8
O=C(C1=C(O)C(=O)N(Cc2ccco2)C1c1ccccc1)c1cccs1 (stereo not drawn)	-0.8	.	0	1	10	0.9	5	-7	4.4	-0.1	1
Cc1cccc(C(C)(C)C)c1OCCCCN1CCCC1	0.2	.	2	1.1	6	0.9	-2	100*	0.3	0.2	1
CC(C)(C)c1ccc(/C=N/NC(=S)NC2CCCCC2)cc1	2.3	-8	3	1	10	0.9	-1	30	4.7	-0.3	1
CC(=O)c1sc(NC(=O)c2cc(=O)c3ccccc3o2)nc1C	-2.3	-22	-5	1.1	-3	1	-4	-2	0.7	0.1	1.2
COC(=O)C(NNc1ccccc1)(NC(=O)c1ccc(F)cc1)C(F)(F)F (stereo not drawn)	-3.4	.	-3	1.9	19	0.8	7	16	2.6	0.1	1.2
COc1ccc(S(=O)(=O)N(CCCN2CCOCC2)Cc2ccc(OC)c(OC)c2)cc1	-0.2	-12	-16	0.9	18	0.8	10	23	1.5	-0.3	1

Further compounds
SMILES	DTT redox prof	S1P3 antagonist	TLR4-MyD88 BLA	PMI act satM6P	Diaph inh CS	Diaph act CS	G6PDH CS	L major viab	RAM inhibit	Hsp70 activator	PMI activator
Cc1ccccc1NC(=O)CC1SCCNC1=O (stereo not drawn)	-0.2	-12	8	1.1	-6	1.1	16	-2	1.0	0.1	1.1
CC1(C)Cc2ccccc2-c2nnc(-c3cccc(O)c3)n21	-0.9	-5	-13	1.1	-20	1.2	4	0	-0.4	0.0	1.1
CCCCn1c(CN2CCN(c3cccc(Cl)c3)CC2)nc2c1c(=O)[nH]c(=O)n2C	0.6	-15	10	1	11	0.9	8	-1	2.2	0.1	1
CC(/C=C/c1cccs1)=C\C(=O)O	0.9	.	-2	1.1	-21	1.2	11	-2	-0.5	0.9	1.2
COc1ccc(C(CCN(Cc2ccc(OC)c(OC)c2)C(=O)CCl)c2ccccc2)cc1 (stereo not drawn)	0.4	7	8	1.1	9	0.9	-23	100*	4.9	-0.2	1
Cc1ccc(C)c(NC(=O)CS(=O)(=O)c2cn(C)c3ccccc23)c1	0.3	.	-15	0.9	10	0.9	17	2	5.3	-0.5	1
Cn1c(=O)n(CC(=O)OCc2ccccc2)c(=O)c2c1nc1n2CCCN1C1CCCCC1	0.0	0	-9	.	.	.	.	17	.	-0.2	.
COc1cc(/C=N/NC(=O)CSc2nc3ccccc3n2C)cc(OC)c1OC	-0.8	-2	-13	1	16	0.8	-4	6	1.7	-0.2	1
Cc1ccc(N2C(=O)CC(Sc3ncn[nH]3)C2=O)cc1 (stereo not drawn)	1.3	.	-2	0.8	12	0.9	5	0	0.7	-0.4	0.3
CCCc1ccc(OCc2ccc(C(=O)N3CCN(c4ccccn4)CC3)o2)c(OC)c1	2.2	8	-19	0.9	26	0.7	-41	4	-0.5	0.2	0.9
Cc1cc(SCC(=O)O)nc2ccccc12	-1.1	-10&-9	-16	1.1	0	1	-1	-5	0.0	-0.3	1
Cc1ccc2c(c1)c(C)c(C)n2CC(O)CN1CCOCC1 (stereo not drawn)	0.4	.	-9	0.7	22	0.8	10	8	0.1	-0.2	1
COc1ccc(N2CCSC2C(=O)NN)cc1 (stereo not drawn)	0.5	.	15	0.9	9	0.9	1	-1	-0.6	0.1	1
Cc1ccc(C(=O)N/C(=C/c2ccco2)C(=O)Nc2cccc(C)c2)cc1	0.4	.	-7	1	18	0.8	-2	35	0.3	-0.4	0.9
O=C(Nc1ccc(N2CCOCC2)c(Cl)c1)c1ccc2c(c1)OCCO2	-0.3	14	2	.	.	.	19	25	2.3	-0.2	.
C=CCN1C(=O)/C(=C2/Sc3ccc(OC)cc3N2C)SC1=NCc1ccccc1	1.4	12	-9	0.9	6	0.9	8	-6	4.8	0.0	0.9
CCC(COC(=O)Nc1ccccc1)NC(=O)OC(C)C (stereo not drawn)	0.3	8	-4	1.1	-9	1.1	4	-8	1.4	-0.2	1.1
CC1CCN(C(=O)CSc2nnc(CSc3ncccn3)n2C)CC1	-0.1	-4	3	1.1	-5	1	12	-9	-0.5	-0.3	1.1
CSc1ccccc1-c1nnc(-c2ccccc2)o1	1.2	.	-7	0.9	15	0.8	-11	10	1.8	-0.2	0.9
O=C(CC12CC3CC(CC(C3)C1)C2)NC(=S)NCc1ccccc1	0.4	-8	13	1	14	0.9	-6	49	9.4*	-0.4	0.9
Cc1ccc(NC(=O)CSc2n[nH]c(-c3ccncc3)n2)cc1C	-0.4	-60	-10	0.9	35	0.7	-5	10	-0.6	-0.1	0.8
O=S(=O)(NC1CCCCC1)c1ccc(Cl)nc1	-0.4	-16	6	1.1	-5	1	-1	0	0.8	-0.5	1
CCOC(=O)N1CCC(NC(=O)Cn2c3ccccc3c3cn[nH]c(=O)c32)CC1	-2.3	-8	7	1	3	1	11	-2	-0.5	-0.2	0.9
CCOc1ncccc1C(=O)Nc1nnc(C(CC)CC)s1	-0.3	11	-4	1	0	1	3	30	0.1	-0.4	1.1
COc1ccc(Cl)cc1NC(=S)N(Cc1ccccc1C)CC1CCC(C(=O)O)CC1 (stereo not drawn)	1.1	-3	-1	1.1	4	1	8	2	2.8	0.3	1

The results go on:
SMILES	DTT redox prof	S1P3 antagonist	TLR4-MyD88 BLA	PMI act satM6P	Diaph inh CS	Diaph act CS	G6PDH CS	L major viab	RAM inhibit	Hsp70 activator	PMI activator
CN1CC(=O)N(CC(=O)Nc2ccc(F)cc2)c2ccccc2C1=O	2.3	3	-1	1	7	0.9	6	-7	0.2	-0.3	1.1
Cc1cc(C)n(-c2nnc(C)n2NC(=O)c2cccc(Cl)c2)n1	1.1	.	-3	1.1	3	1	4	-4	0.6	-0.2	1.1
CC1CC(C(F)(F)F)n2nc(C(=O)O)cc2N1 (stereo not drawn)	0.1	.	-1	0.9	0	1	2	-5	1.2	-0.2	0.9
CCN(CC)CCCN1C(=O)C(=O)/C(=C(/O)c2ccc3c(c2)OCCO3)C1c1ccco1 (stereo not drawn)	-0.1	2	-6	0.8	11	0.9	4	1	0.6	0.0	0.9
Cn1c(SCC#N)nnc1-c1cccnc1	-0.2	-2	-6	1.1	2	1	-4	-5	0.1	-0.1	1.1
Cc1cc(C)n(-c2nc(Nc3ccccc3C(F)(F)F)nc(-n3nc(C)cc3C)n2)n1	0.7	.	3	0.6	38	0.6	20	100*	3.5	-0.1	0.7

Screening results from PubChem BioAssay.
